Screens (PubChem)
697 NFkB inh = inhibitors of the PMA/ionomycin-induced NF-kB reporter in 697 B cells; 697 B-cell NF-kB luciferase reporter, 16 h; inhibition, % at 4 µM; 0.33% of 330,000 active; AID 435022; in the data active means inhibition above about 35%
Gli-Sufu antag = blocks Gli-Sufu signaling in a luciferase reporter. Sufu-KO-LIGHT fibroblasts, Gli luciferase reporter luminescence. inhibition, % at 5 µM. 0.74% of 340,000 active;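 active means inhibition above about 55%, limit read from the data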;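 further: 0% = DMSO-treated cells and 100% = wells with medium but no cells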
SENP8 block = SENP8 protease inhibition; Q96LD8; purified SENP8, Z-RLRGG-aminoluciferin cleavage, luminescence; inhibition, % at 10 µM; 1.2% of 330,000 active
UBC13 inh = human UBC13 polyubiquitination inhibition; 0.47% of 330,000 active; P61088; AID 485273; inhibition, % at 20 µM; UBC13 polyubiquitin chain formation, TR-FRET; in the data active means inhibition above about 45%, passing the limit was not always enough
Jurkat NFkB inh = lowers PMA/ionomycin-induced NF-kB signal in Jurkat cells | PMA/ionomycin-induced NF-kB luciferase reporter, luminescence | inhibition, % at 4 µM | 0.53% of 330,000 active
SENP7 block = SENP7 protease inhibition. Q9BQF6. recombinant SENP7, Z-RLRGG-aminoluciferin luminescence, 40 min. inhibition, % at 5 µM. 1.5% of 330,000 active;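 active means inhibition above about 50% at the single test dose, limit read from the data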;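 further: plate controls were DMSO with enzyme for no effect and no enzyme buffer wells for full effect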
Apaf-1 inh = inhibitors of human Apaf-1 apoptosome | inhibition, % at 20 µM | 0.71% of 330,000 active | AID 489030 | reconstituted apoptosome caspase-3 activity, DEVD-Rh110 fluorescence | O14727; active means inhibition of at least 40% at 20 µM;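 further: plate controls were DMSO wells for no effect and DEVD-CHO caspase inhibitor wells for full effect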
Target sequence (O14727 whole entry, looked up): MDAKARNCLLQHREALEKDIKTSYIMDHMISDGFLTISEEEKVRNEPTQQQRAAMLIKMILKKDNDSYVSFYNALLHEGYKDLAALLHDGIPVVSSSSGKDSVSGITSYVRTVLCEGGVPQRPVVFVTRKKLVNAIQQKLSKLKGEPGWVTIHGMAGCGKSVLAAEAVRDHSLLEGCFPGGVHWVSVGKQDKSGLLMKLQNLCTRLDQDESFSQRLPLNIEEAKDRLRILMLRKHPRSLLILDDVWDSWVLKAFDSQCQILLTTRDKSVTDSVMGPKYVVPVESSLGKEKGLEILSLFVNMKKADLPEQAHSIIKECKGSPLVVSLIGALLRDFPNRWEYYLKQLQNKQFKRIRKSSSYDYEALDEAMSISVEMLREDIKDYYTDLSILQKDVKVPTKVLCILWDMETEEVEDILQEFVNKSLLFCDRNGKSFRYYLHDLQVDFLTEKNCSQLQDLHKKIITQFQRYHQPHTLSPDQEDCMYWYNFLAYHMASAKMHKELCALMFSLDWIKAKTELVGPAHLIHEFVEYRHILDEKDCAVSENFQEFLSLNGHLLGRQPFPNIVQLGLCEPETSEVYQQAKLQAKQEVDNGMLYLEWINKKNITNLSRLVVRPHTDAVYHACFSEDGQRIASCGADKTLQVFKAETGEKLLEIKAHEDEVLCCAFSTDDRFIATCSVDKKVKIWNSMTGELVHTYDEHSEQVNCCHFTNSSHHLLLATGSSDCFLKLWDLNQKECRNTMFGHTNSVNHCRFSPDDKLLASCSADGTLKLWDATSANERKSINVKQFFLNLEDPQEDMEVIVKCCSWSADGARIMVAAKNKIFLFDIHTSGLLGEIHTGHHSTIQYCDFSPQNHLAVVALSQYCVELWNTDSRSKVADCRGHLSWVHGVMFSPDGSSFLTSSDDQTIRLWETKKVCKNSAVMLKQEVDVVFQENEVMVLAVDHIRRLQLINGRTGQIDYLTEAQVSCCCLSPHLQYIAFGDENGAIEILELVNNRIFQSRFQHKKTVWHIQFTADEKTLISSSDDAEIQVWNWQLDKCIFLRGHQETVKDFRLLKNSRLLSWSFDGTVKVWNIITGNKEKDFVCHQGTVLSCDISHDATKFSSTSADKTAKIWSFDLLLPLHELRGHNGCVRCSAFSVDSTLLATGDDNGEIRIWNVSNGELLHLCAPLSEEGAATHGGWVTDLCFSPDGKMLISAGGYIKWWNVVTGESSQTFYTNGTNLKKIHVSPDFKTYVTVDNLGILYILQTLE
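System: Apoptosome proteins | Medium: Hepes pH 7.5 with detergent and BSA | Also added: Cytochrome c trigger plus (Z-DEVD)2-Rh110 caspase-3 substrate | Incubation: 30 min compound preincubation, 50 min activation, room temperature | Detection: Rhodamine 110 fluorescence at Ex 480/Em 540 nm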
HKDC1 inhibitor = inhibitors of human hexokinase HKDC1 | inhibition, % at 20 µM | 0.16% of 340,000 active | recombinant HKDC1, G6PDH/diaphorase resazurin coupled fluorescence;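 active means inhibition above about 35% when tested at 20 µM, limit read from the data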;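 further: plate controls were DMSO wells with enzyme for no effect and DMSO wells lacking enzyme for full effect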
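Material: recombinant HKDC1 hexokinase; Amount: HKDC1 at 5 µg/mL; Medium: Tris pH 8.0 buffer with MgCl2, Tween-20, BSA, BME; Schedule: 90 min reaction incubation at room temperature, dark; Technique: coupled resazurin fluorescence, excitation 525 nm, emission 613 nm.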
The depositor's hits bear a star; · = not tested or not shown. Unless noted, no stated cut-off is given here; in the data, active means inhibition above about 50%; inactive means the rest. Rows were taken by chance. Share with any hit: about 3.6%.

SMILES	697 NFkB inh	Gli-Sufu antag	SENP8 block	UBC13 inh	Jurkat NFkB inh	SENP7 block	Apaf-1 inh	HKDC1 inhibitor
O=C(CC1C(=O)NCCN1Cc1cccc(C(F)(F)F)c1)NC1CCOCC1 (configuration not stated)	18	-3	1	9	9	7	-15	-1
COc1ccc(NC(=O)C(=O)NNC(=O)COc2ccc(Cl)cc2)c(OC)c1	16	-11	1	-2	10	-3	0	0
CC1(C)N=C(N)N=C(N)N1c1ccccc1	-44	5	-6	2	22	-2	-15	-2
COCCNC(=O)CN(C(=O)CCC(=O)Nc1cc(C)on1)c1ccccc1C	-5	1	-5	-3	-20	1	-10	-2
Cc1c(-n2cc(C(=O)c3cc(Cl)ccc3O)cc(C#N)c2=O)c(=O)n(-c2ccccc2)n1C	26	5	-3	1	-6	4	-10	-1
CCOC(=O)c1nn(-c2ccc(C)cc2)cc1C(=O)c1ccccc1	-118	-117	12	4	-128	24	16	3
O=C(NC1CCCCCC1)c1cccnc1Sc1ccccc1	0	-6	1	16	11	1	0	-9
CC(=O)n1cc([C@H]2C=C(C(=O)Nc3ccccc3)O[C@@H](OCc3ccc(CO)cc3)C2)c2ccccc21	-18	29	2	64*	-8	-2	24	3
Cc1cc(C)c2nc(SCC(=O)Nc3cc(C)on3)c(C)cc2c1	-9	2	-7	-3	-25	-12	-1	-2
COCCn1c(C)cc(C(=O)CN2C(=O)NC3(CCCCCC3)C2=O)c1C	-80	-61	10	5	-59	0	-10	0
Cc1ccccc1C(OCC(O)CN1CCN(CCO)CC1)c1ccccc1 (configuration not stated)	-13	4	-6	5	-8	-1	-3	-3
CS(=O)(=O)N1Cc2ccccc2CC1C(=O)O (configuration not stated)	3	-2	-12	-11	-6	-1	0	0
O=C(CC1CCCC1)Nc1cc(C(F)(F)F)ccc1-n1cncn1	13	-1	-5	6	11	5	3	-2
COCCNC(=O)CCC1CCN(Cc2cccc(-c3ccc(C)o3)c2)CC1	7	-2	-4	14	16	-1	-11	-1
COc1cc(/C=N/NC(=O)CNC(=O)c2ccco2)ccc1O	4	-1	4	0	-14	1	10	-7
Cc1cccc(C)c1NC(=S)N(CCN(C)C)C(C)c1ccccn1 (configuration not stated)	14	6	3	-1	7	4	-4	3
CN(C)c1ccccc1-c1csc(N2CCC(C(N)=O)CC2)n1	-172	-137	-6	9	-67	7	5	-1
Nc1nc(C(F)(F)F)c(Br)c(=O)n1N	-8	-5	0	-1	6	-10	-12	-3
COC(=O)c1ccccc1NC(=O)COC(=O)[C@H](C)NC(N)=O	2	1	-4	21	6	2	-9	-8
CNC(=O)NCCN1CCCC1=O	3	3	3	-1	-22	7	5	-4
Cc1ccc(-c2cc(C(=O)N3CCOCC3)c3ccccc3n2)cc1	-34	-7	2	5	-5	1	2	0
COc1ccc2oc3cc(C)[n+]([O-])c(-c4ccc(C)cc4)c3c2c1	-22	-20	4	-6	7	-2	6	7
CCOC(=O)N1CCC(N2C(=O)c3ccccc3C2Nc2ccc3c(c2)OCCO3)CC1 (configuration not stated)	-7	12	8	0	-11	6	-3	4
CCOC(=O)CN(C(=O)COC(=O)C1(c2ccccc2)CC1)c1ccc(F)cc1	-6	27	8	5	2	3	15	6
CC(C)(C)n1nnnc1C(c1cccs1)N1CCCC2(CCCCC2)C1 (configuration not stated)	8	18	-3	3	-10	3	10	-2

For convenience, part of the list above:
SMILES	697 NFkB inh	Gli-Sufu antag	SENP8 block	UBC13 inh	Jurkat NFkB inh	SENP7 block	Apaf-1 inh	HKDC1 inhibitor
O=C(CC1C(=O)NCCN1Cc1cccc(C(F)(F)F)c1)NC1CCOCC1 (configuration not stated)	18	-3	1	9	9	7	-15	-1
COc1ccc(NC(=O)C(=O)NNC(=O)COc2ccc(Cl)cc2)c(OC)c1	16	-11	1	-2	10	-3	0	0

(listing goes on)
SMILES	697 NFkB inh	Gli-Sufu antag	SENP8 block	UBC13 inh	Jurkat NFkB inh	SENP7 block	Apaf-1 inh	HKDC1 inhibitor
COC(=O)C1=C(C)OC(N)=C(C#N)C1c1ccccc1 (configuration not stated)	-3	0	-4	5	-2	0	2	-1
CCc1nc2sc3c(O)cc(=O)[nH]c3c2cc1C	8	-5	-9	-3	1	-6	7	-2
On1c(-c2ccccc2)nc2ccccc21	8	-9	-6	1	-6	-6	-8	-4
Cc1cccc(C)c1OCc1nnc(NC(=O)CSc2ccc(Cl)cc2)s1	16	-6	0	-3	3	-3	2	-1
O=C(COc1ccc(Br)cc1)Nc1nc(-c2cccnc2)cs1	15	-7	1	6	4	3	-27	1
C=CCNC(=O)c1ccc2c(c1)N(CC)C(=O)c1ccccc1S2	-2	7	5	2	-12	3	1	-3
COc1cccc(OC)c1C(=O)NC(=S)Nc1ccc(N2CCOCC2)c(Cl)c1	0	2	-10	-14	31	0	14	-10
CC(C)(C)C1CCc2c(sc3ncn(N)c(=N)c23)C1 (configuration not stated)	-56	14	-2	-9	9	4	-10	-30
C[C@@H](NC(=O)c1nc[nH]c1C(=O)OCc1ccccc1)c1ccccc1	16	0	0	-14	11	-3	27	7
C/C(=C\c1ccc(Cl)cc1)C(=O)c1c(C)cc(C)[nH]c1=O	7	1	0	-2	6	-4	6	4
CNC(=O)c1c(C)nc(SCC(=O)NCc2ccc(OC)cc2)c(C#N)c1-c1ccco1	12	3	4	3	-1	10	4	0
CN(Cc1ccco1)C(=O)CCc1nc2sc3c(c2c(=O)[nH]1)CCCC3	17	-2	5	3	9	2	12	2
C=CC(COCc1ccccc1)N(CC(=O)OC)S(=O)(=O)c1cc(Br)ccc1OC (configuration not stated)	-4	-18	9	5	-2	10	22	2
O=C(NCc1ccc(F)cc1)C1CCCN(c2cnccn2)C1 (configuration not stated)	-20	1	7	0	1	-1	5	8
COc1ccccc1C(C)NC(=O)CN(C)CC(=O)Nc1c(C)cccc1C (configuration not stated)	2	-2	7	-1	6	-1	-10	-4
C[C@H](O)Cc1cc2ccccc2c(=O)o1	12	-3	-13	-5	2	-9	0	-5
Cc1sc(NC(=O)CN2CCOCC2)c(C#N)c1C	17	4	-8	7	-6	6	6	-5
CCOC(=O)N/N=C\c1ccc(-c2cccc(C(F)(F)F)c2)o1	7	-8	3	-2	4	4	9	-8
Clc1ccccc1-c1nc(-c2ccccc2)n[nH]1	-70	-62	53*	9	-105	74*	5	-6
CCOc1cc(CNC(C)(C)C)ccc1OCC(=O)Nc1cccc(C(F)(F)F)c1	-1	-10	-5	2	2	-8	-6	-5
COc1ccccc1N1CCN(C2CCN(C(=O)c3cccs3)CC2)CC1	3	4	-3	-2	-4	-1	-1	3
CC(O)Cn1ccccc1=N (configuration not stated)	12	4	5	6	15	1	-7	-1
COCCn1nnnc1C(c1ccccc1)N1CCN(C(=O)c2ccco2)CC1 (configuration not stated)	17	26	-2	4	7	0	2	-2
Cc1ccc(NC(=O)C2CC(O)CN2C(=O)Oc2ccccc2)c(C)c1 (configuration not stated)	11	-8	8	4	-20	5	-7	4
CCOC(=O)Cc1nnc(NC(=O)CSc2nnc3c4ccccc4n(C(C)C)c3n2)s1	-3	8	-1	-1	-9	-6	9	6
(cont.)
SMILES	697 NFkB inh	Gli-Sufu antag	SENP8 block	UBC13 inh	Jurkat NFkB inh	SENP7 block	Apaf-1 inh	HKDC1 inhibitor
Cc1ccc(CSc2nnc([C@@H]3CCCN3C(=O)OC(C)(C)C)o2)cc1	-32	7	-9	-3	3	-5	10	3
CC(C(=O)NCCc1ccc(S(N)(=O)=O)cc1)N1C(=O)CC(C)(C)Sc2ccccc21 (configuration not stated)	-14	29	-10	-6	-24	-4	3	-1
O=C(c1ccccc1F)N1CCCC(c2ccccc2)C1 (configuration not stated)	-16	-4	-7	-3	-2	-11	-4	-1
Cc1cc(=O)[nH]c(N/N=C/c2ccco2)n1	15	21	6	-8	10	11	-15	-1
CCOC(=O)Nc1ccc(Oc2ccccc2)cc1	-38	-44	5	1	-48	12	-4	-1
CCOC(=O)c1cnn(-c2ncnc3sc(CC)cc23)c1N	-6	-12	-14	2	-26	-1	21	-5
CCOC(CNc1ncnc2c1cnn2C)OCC	-5	3	-5	-4	-8	-10	-143	-7
O=C(COc1ccccc1)N(Cc1ccco1)c1ccc(O)cc1	-5	5	-4	6	4	-11	8	-5
C/C(=N\NC(=O)c1cc(C)[nH]n1)c1ccc(-c2ccccc2)cc1	-42	5	-13	0	-29	9	5	-4
COc1ccccc1CNC(=O)C1CCN(C(=O)N(C)C)CC1	8	2	-7	1	15	-3	-15	7
Cc1onc(-c2c(F)cccc2Cl)c1C(=O)Nc1nccs1	17	15	-3	5	-4	1	-8	-4
O=C(Nc1cccc(S(=O)(=O)C(F)F)c1)c1ccc(S(=O)(=O)N2CCOCC2)cc1	-11	8	-2	-7	-3	4	8	-5
C/C=C/C(=O)N1CC2(CC(c3cccc(NC(=O)CCCCC)c3)=NO2)C[C@H]1C(N)=O (some centres not stated)	17	·	-8	-4	2	-5	-9	·
O=C(CCc1ccccc1)NNC(=O)COc1ccc(Br)cc1	1	-3	8	-1	-4	-4	-6	-1
Clc1cc(Cl)cc(CSc2nnc(-c3sccc3-n3cccc3)o2)c1	6	6	-3	1	3	5	10	-4
CCn1c(SCC(=O)Nc2ccc(NC(C)=O)cc2)nc2c1c(=O)n(C)c(=O)n2C	7	-8	-6	-4	11	-10	0	-7
O=C(Cn1cc([N+](=O)[O-])cn1)NCc1ccco1	8	9	1	-1	10	2	-18	1
COc1cccc(O)c1CN1CCCC(C(=O)c2cccc(C(F)(F)F)c2)C1 (configuration not stated)	-5	23	-5	21	2	-7	-5	4
O=C(COC(=O)C1CCC1)Nc1ccc(OC(F)F)cc1	-4	-3	-5	0	-6	-6	12	-3
COCCSc1ccccc1C(=O)Nc1cccnc1	13	-3	3	-1	-3	-2	-7	-3
COc1cc(/C=N/NS(=O)(=O)c2ccc3ccccc3c2)ccc1OCc1ccc(C(=O)O)cc1	-20	-51	18	2	42	1	1	-2
Cc1occc1C(=O)NNS(=O)(=O)c1ccc(Cl)cc1	9	0	-1	0	10	5	-1	-1
COc1ccc(-c2c(C)nn(-c3ccccc3)c2N)cc1OC	11	-2	8	-2	13	5	-11	-2
CC(=O)c1c(O)cc(C)n(-c2ccc(F)cc2)c1=O	3	-5	-4	-4	-8	2	-7	8
CCN(CC)S(=O)(=O)c1cccc(NC(=O)CSc2nnc(N)s2)c1	13	4	-4	19	-5	-10	-4	4
New compounds follow
SMILES	697 NFkB inh	Gli-Sufu antag	SENP8 block	UBC13 inh	Jurkat NFkB inh	SENP7 block	Apaf-1 inh	HKDC1 inhibitor
COCCCNC(=O)c1ccc2c(c1)nc(C)n2-c1cccc(C)c1	6	-6	3	-3	20	10	-1	-3
CC(=O)Nc1ccc(NC(=O)C(C)OC(=O)c2cc(S(=O)(=O)N3CCOCC3)ccc2Cl)cc1 (configuration not stated)	6	-16	3	0	-4	2	5	2
N#Cc1ccc(Cl)cc1NC(=O)CNCc1cccs1	19	6	2	3	2	6	4	1
CCCCn1nnc(NC(=O)c2ccc(-c3cccc(Cl)c3)o2)n1	10	-13	-6	-5	-5	-6	6	0
Cc1cc(C)c2c(n1)nn1c(N3CCN(c4ccccc4C)CC3)cc(C)nc21	4	12	5	10	2	-3	14	7
CCc1nnc(NC(=O)CSCc2cc(=O)n3ccsc3n2)s1	2	-1	-6	-2	-4	11	7	-9
Cc1ccc(OCC(=O)NNC(=O)c2ccccc2OCc2c(C)noc2C)cc1	-39	-5	-7	-9	0	-5	11	-3
CC1(C)CC(=O)C=C(NCCN2CCNCC2)C1	0	9	-11	-17	-5	-5	20	0

Four structures already listed, sorted by SMILES length, high to low.
SMILES	697 NFkB inh	Gli-Sufu antag	SENP8 block	UBC13 inh	Jurkat NFkB inh	SENP7 block	Apaf-1 inh	HKDC1 inhibitor
COc1cccc(O)c1CN1CCCC(C(=O)c2cccc(C(F)(F)F)c2)C1 (configuration not stated)	-5	23	-5	21	2	-7	-5	4
O=C(Cn1cc([N+](=O)[O-])cn1)NCc1ccco1	8	9	1	-1	10	2	-18	1
O=C(c1ccccc1F)N1CCCC(c2ccccc2)C1 (configuration not stated)	-16	-4	-7	-3	-2	-11	-4	-1
N#Cc1ccc(Cl)cc1NC(=O)CNCc1cccs1	19	6	2	3	2	6	4	1
